High-throughput results as filed in PubChem.
KOR beta-arrestin-1 – kappa opioid receptor activators – cell-based, luminescence, uHTS, primary screen (AID 1777). KOR beta-arrestin recruitment, luminescence; higher % means a stronger effect. one-dose activation, % at 10 µM; EC50 in µM for titrated hits. 280,000 tested, 0.02% active; in the data active = activation above about 50%, passing the limit was not always enough; also: a part of the inactive calls stands beside numbers as strong as those of hits
GPR55 LPI antagonism – GPR55 antagonists blocking LPI-driven arrestin recruitment, primary screen, imaging, U2OS, beta-arrestin-GFP, LPI agonist (AID 2013) | 290,000 tested, 0.13% active | one-dose inhibition, % at 10 µM; IC50 in µM for titrated hits | U2OS GPR55 beta-arrestin-GFP translocation imaging, LPI antagonism; higher % means a stronger effect;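 active = spots per cell inhibited over 60%, with over 100 cells counted and total cytoplasm intensity under 500,000; inconclusive = wells with under 100 cells, flagged as likely toxic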;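 also: U2OS cells stably carrying GPR55 and arrestin-GFP stimulated by 5 µM LPI near EC80; imaged beta-arrestin-GFP aggregate spots per cell after agonist stimulation; plate controls were LPI-stimulated DMSO wells for no effect and DMSO wells without LPI for full effect; some results filed as inactive read as strong as hits; confirmed hits need IC50 under 10 µM and bright autofluorescent wells are also inconclusive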
KOR beta-arrestin-2 – KOR antagonists, beta-arrestin recruitment, cell-based, luminescence, uHTS (AID 1778); KOR beta-arrestin recruitment, luminescence, antagonist mode; higher % means a stronger effect; one-dose inhibition, % at 10 µM; IC50 in µM for titrated hits; 290,000 tested, 0.091% active; also: strong numbers were not always called active
HIV fusion peptide – inhibitors of HIV fusion peptide binding, primary screen, biochemical, uHTS, fluorescence dequenching (AID 1986) | inhibition, % at 20 µM; hits with a dose series show IC50 in µM | cell-free peptide binding, fluorescence dequenching, 30 min; higher % means a stronger effect | 290,000 tested, 0.3% active; in the data active = inhibition mostly above about 52%, no sharp cut-off; inactive = mostly below about 76%; also: some results filed as inactive read as strong as hits
GPR55 beta-arrestin – GPR55 agonists via beta-arrestin recruitment, primary screen, imaging, U2OS cells, beta-arrestin-GFP redistribution (AID 1961); U2OS GPR55 beta-arrestin-GFP redistribution imaging; higher % means a stronger effect; one-dose activation, % at 10 µM; EC50 in µM for titrated hits; 290,000 tested, 0.048% active;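 active = activation above 40% with more than 50 cells counted in the well; inconclusive = wells holding fewer than 50 cells, flagged as toxic or sparse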;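 also: U2OS osteosarcoma cells stably expressing GPR55 and beta-arrestin-GFP; plate controls were DMSO negative control for no effect and LPI positive control for full effect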
GPR35 arrestin U2OS – GPR35 antagonists blocking zaprinast-driven arrestin recruitment, primary screen, imaging, U2OS, beta-arrestin-GFP, zaprinast agonist (AID 2058); U2OS GPR35 beta-arrestin-GFP translocation imaging, zaprinast antagonism; higher % means a stronger effect; one-dose inhibition, % at 10 µM; IC50 in µM for titrated hits; 290,000 tested, 0.052% active;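 active = inhibition of at least 50% with at least 30 cells and total cytoplasm GFP at most 10,000,000; inconclusive = under 30 cells or total GFP of 10,000,000 plus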
NOD1 inhibition – inhibition of NOD1-driven NF-kB reporter – cell-based, luminescence, uHTS, primary screen (AID 1578); 290,000 tested, 1% active; NOD1-driven NF-kB luciferase reporter cells, luminescence; higher % means a stronger effect; one-dose inhibition, % at 4 µM; EC50 in µM for titrated hits; in the data active = inhibition mostly above about 36%, no sharp cut-off; inactive = mostly below about 34%;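 also: HEK-293T reporter cells stimulated with the NOD1 agonist gamma-tri-DAP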
Myeloid diff 2 – myeloid differentiation induction | 360,000 tested, 1% active | AID 624256 | ER-HoxA9 myeloid progenitors, lysozyme-GFP differentiation, flow cytometry | calls only at 10 µM;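 active = normalized GFP-positive differentiation at or above the plate's own cutoff, the solvent-only control mean plus 3 SD; inconclusive = no clear call, values can overlap the other calls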;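 also: cells exposed to compound for four days before flow analysis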
NOD2 inhibition – inhibition of NOD2-driven NF-kB reporter – cell-based, luminescence, uHTS, HEK293 (AID 1566) | HEK293 NOD2/NF-kB luciferase reporter, luminescence; higher % means a stronger effect | inhibition, % at 4 µM; hits with a dose series show EC50 in µM | 290,000 tested, 0.63% active; also: many of its hits are not listed in these tables
Myeloid diff 2 GFP+ MAC1+ % – second read-out of Myeloid diff 2, no call of its own (marks repeat the call); GFP+ MAC1+ double positive, %; measured here: differentiation confirmed by MAC1 staining
* = called active by the depositor; i = inactive; ? = inconclusive; . = no result given; [ ] = another dose, or the depositor's remark. Rule as the data show it, unless noted: active = inhibition above about 50%; inactive = the rest. A portion of the library; the hit share may differ from the screen's.

SMILES	KOR beta-arrestin-1	GPR55 LPI antagonism	KOR beta-arrestin-2	HIV fusion peptide	GPR55 beta-arrestin	GPR35 arrestin U2OS	NOD1 inhibition	Myeloid diff 2	Myeloid diff 2 GFP+ MAC1+ %	NOD2 inhibition
Cc1ccc(F)cc1NC(=O)CCNC(=O)c1ccc([N+](=O)[O-])cc1	1.1%	12%	2%	1.0%	-0.1%	12%	-24%	i	0.3	15%
Cc1nn(S(=O)(=O)c2ccc(Br)cc2)c(C)c1S(=O)(=O)N1CCOCC1	17%	6%	-44%	1.7%	0.0%	6%	2%	i	1.3	23%
S=C(Nc1ccc2nccnc2c1)N1CCCC1	.	-6%	-48%[20 µM]	-2.3%	-0.1%	8%	-22%	i	0.5	-10%
Cc1nc2c(Br)c3nc(C(F)(F)F)[nH]c3c(Br)c2[nH]1	6.6%	12%	-26%	-1.1%	0.2%	27%	-36%	i	1.2	3%
O=C(Cc1c(F)cccc1Cl)NCCCn1ccnc1	0.7%	23%	-13%	-2.9%	0.0%	-3%	-5%	i	1.9	11%
COC(=O)C1C(=O)CC(C)(O)C(C(=O)OC)C1c1ccccc1F (centres undefined)	0.1%	-1%	-4%	-0.2%	-0.5%	-7%	-7%	i	0.7	7%
Cc1ccc(C(=O)CCC(=O)N(C)CC(=O)Nc2c(Cl)cccc2Cl)cc1	-3.0%	17%	30%	-1.0%	-0.1%	-16%	-11%	i	0.8	4%
OCC1(Cc2ccc(F)cc2F)CCCN(Cc2ccc(Cl)cc2)C1 (centres undefined)	-3.4%	14%	6%	0.1%	-0.1%	7%	-4%	i	0.2	-31%
O=c1cc(CN2CCN(Cc3ccccc3)CC2)c2ccc(O)c(O)c2o1	-3.3%	-20%	26%	29%	-0.1%	-2%	-7%	i	0.4	4%
COc1cc(CCNc2ccc3nnc(-c4ccccc4)n3n2)cc(OC)c1OC	-0.4%	-6%	24%	-1.5%	0.7%	-10%	-16%	i	1.4	10%
CCN(CC)C(=O)c1sc(NC(=O)c2ccco2)c(C#N)c1C	-3.9%	7%	-69%	3.4%	0.6%	-7%	-18%	i	7.1	10%
CCN(CC)C(=O)c1[nH]cnc1C(=O)N[C@@H](C)C(=O)OCc1ccccc1	-5.0%	13%	8%	-0.8%	0.1%	-2%	-22%	i	2.1	10%
CC(=O)c1cccc(NC(=O)c2ccc(N(Cc3ccccc3C)S(C)(=O)=O)cc2)c1	8.2%	12%	-15%	0.1%	-0.3%	10%	6%	i	0.4	-4%
CCOC(=O)N1CCN(C(=O)c2ccccc2NC(=O)c2ccc(OC)cc2)CC1	-1.8%	-12%	-25%	-1.7%	-0.2%	-12%	16%	i	0.9	-8%
O=C(CCCCCNC(=O)c1ccccc1Cl)N/N=C/c1ccco1	1.1%	10%	20%	-0.5%	1.0%	18%	5%	i	0.6	13%
Cc1ccc(-c2nnc(-c3cccc(Br)c3)o2)cc1	-4.2%	-1%	10%	-2.1%	0.1%	3%	-42%	i	0.3	-93%
Cn1c(C(=O)NC2CCCCC2)cc2c(=O)n3ccccc3nc21	12%	4%	-14%	-1.8%	-0.1%	9%	-34%	i	1.1	4%
CC(C)(C)OC(=O)NCC1CCC(C(=O)NC[C@H](CC(=O)O)c2ccc(Cl)cc2)CC1 (some centres undefined)	5.1%	8%	-2%	2.0%	-0.1%	-5%	-10%	i	0.6	5%
CCOc1cc(/C=C2\C(=O)ON=C2C)ccc1OCc1ccccc1	1.9%	-10%	17%	0.5%	12%	-4%	-14%	i	0.5	-23%
O=C(O)C1CCN(C(=O)Cc2ccccc2)CC1	.	-4%	-59%[20 µM]	-0.3%	-0.1%	0%	-24%	i	0.6	18%
CC(C)C(c1nnnn1C(C)(C)C)N1CCC(Cc2ccccc2)CC1 (centres undefined)	2.2%	23%	-21%	8.6%	-0.2%	6%	30%	i	0.9	4%
Cc1cccc(C)c1NC(=O)CNc1ccccc1	-4.4%	14%	6%	1.0%	0.1%	10%	.	i	1.3	10%
CC(=O)Nc1ccc(NC(=O)Nc2ccc3c(c2)N(C)C(=O)CS3)cc1	-3.0%	-7%	10%	-1.4%	-0.3%	-13%	-14%	i	0.4	3%
CCOc1ccc2nc(SCC(=O)NC3CC3)sc2c1	3.4%	3%	-25%	2.3%	-0.1%	-2%	-15%	i	1.7	-3%
Cc1noc(C)c1S(=O)(=O)N1CCCC(C(=O)Nc2ccc(Cl)cn2)C1 (centres undefined)	-2.8%	22%	-2%	-1.3%	0.0%	-4%	-5%	i	1.3	3%

One compound at a time (already shown). Order of values: KOR beta-arrestin-1	GPR55 LPI antagonism	KOR beta-arrestin-2	HIV fusion peptide	GPR55 beta-arrestin	GPR35 arrestin U2OS	NOD1 inhibition	Myeloid diff 2	Myeloid diff 2 GFP+ MAC1+ %	NOD2 inhibition
Results for Cc1ccc(-c2nnc(-c3cccc(Br)c3)o2)cc1 : -4.2%	-1%	10%	-2.1%	0.1%	3%	-42%	i	0.3	-93%
Results for O=C(Cc1c(F)cccc1Cl)NCCCn1ccnc1 : 0.7%	23%	-13%	-2.9%	0.0%	-3%	-5%	i	1.9	11%
Results for Cc1ccc(F)cc1NC(=O)CCNC(=O)c1ccc([N+](=O)[O-])cc1 : 1.1%	12%	2%	1.0%	-0.1%	12%	-24%	i	0.3	15%
Results for Cn1c(C(=O)NC2CCCCC2)cc2c(=O)n3ccccc3nc21 : 12%	4%	-14%	-1.8%	-0.1%	9%	-34%	i	1.1	4%

2 entries from above, reformatted.
compound | KOR beta-arrestin-1 | GPR55 LPI antagonism | KOR beta-arrestin-2 | HIV fusion peptide | GPR55 beta-arrestin | GPR35 arrestin U2OS | NOD1 inhibition | Myeloid diff 2 | Myeloid diff 2 GFP+ MAC1+ % | NOD2 inhibition
CCOC(=O)N1CCN(C(=O)c2ccccc2NC(=O)c2ccc(OC)cc2)CC1 | -1.8% | -12% | -25% | -1.7% | -0.2% | -12% | 16% | i | 0.9 | -8%
O=C(CCCCCNC(=O)c1ccccc1Cl)N/N=C/c1ccco1 | 1.1% | 10% | 20% | -0.5% | 1.0% | 18% | 5% | i | 0.6 | 13%

Some of these compounds in order of heavy-atom count, smallest number first:
SMILES	KOR beta-arrestin-1	GPR55 LPI antagonism	KOR beta-arrestin-2	HIV fusion peptide	GPR55 beta-arrestin	GPR35 arrestin U2OS	NOD1 inhibition	Myeloid diff 2	Myeloid diff 2 GFP+ MAC1+ %	NOD2 inhibition
O=c1cc(CN2CCN(Cc3ccccc3)CC2)c2ccc(O)c(O)c2o1	-3.3%	-20%	26%	29%	-0.1%	-2%	-7%	i	0.4	4%
CCOC(=O)N1CCN(C(=O)c2ccccc2NC(=O)c2ccc(OC)cc2)CC1	-1.8%	-12%	-25%	-1.7%	-0.2%	-12%	16%	i	0.9	-8%
CC(=O)c1cccc(NC(=O)c2ccc(N(Cc3ccccc3C)S(C)(=O)=O)cc2)c1	8.2%	12%	-15%	0.1%	-0.3%	10%	6%	i	0.4	-4%

(next part)
SMILES	KOR beta-arrestin-1	GPR55 LPI antagonism	KOR beta-arrestin-2	HIV fusion peptide	GPR55 beta-arrestin	GPR35 arrestin U2OS	NOD1 inhibition	Myeloid diff 2	Myeloid diff 2 GFP+ MAC1+ %	NOD2 inhibition
Cc1ccc(NC(=O)COC(=O)C2COc3ccccc3O2)cc1S(=O)(=O)N1CCOCC1 (centres undefined)	11%	13%	.	2.0%	-0.4%	-4%	-8%	i	0.3	8%
O=C1CCNCCN1[C@H](CO)c1ccccc1	2.1%	-7%	-10%[20 µM]	0.4%	-0.3%	-1%	-37%	i	1.1	-5%
Cc1ccc(-c2csc3nnc(SCc4csc(C)n4)n23)cc1	-3.3%	12%	0%	-1.6%	-0.1%	4%	-18%	i	0.7	16%
CN(C)CC(c1ccccc1)c1ccccc1	5.3%	7%	10%	-0.5%	0.7%	0%	-5%	i	0.1	16%
O=C(CBr)Nc1c2c(nn1-c1ccccc1)CSC2	3.9%	5%	-15%	-0.2%	-0.2%	-3%	-21%	?	.	16%
O=C(NCC1CCCO1)c1ccc2c(=O)n(CC3CCCO3)c(SCC(=O)N3CCCC3)nc2c1 (centres undefined)	2.5%	8%	-32%	0.1%	-0.1%	8%	7%	i	0.3	6%
CC1CCCC(C)N1C(=O)COC(=O)c1cc(Br)ccc1Cl (centres undefined)	1.0%	4%	0%	2.4%	0.0%	3%	-41%	i	0.5	6%
N#CC(C(=S)Nc1ccccc1)c1nc2ccccc2[nH]1 (centres undefined)	.	-7%	-23%	1.4%	0.2%	-9%	-3%	i	0.1	-12%
O=C(COC(=O)COc1ccc(Cl)cc1Cl)Nc1cccnc1Cl	6.1%	-3%	-1%	0.9%	0.4%	-7%	13%	i	0.3	16%
COc1ccc(OC)c(C2C3CN(C(C)C)CC=C3C(C#N)=C(N)C2(C#N)C#N)c1 (centres undefined)	1.4%	?	-15%	-0.5%	0.8%	?	-8%	i	1.2	9%
Cn1c(=O)c(C(=O)Nc2ncccn2)c(O)c2ccccc21	1.6%	1%	-44%	-3.8%	0.2%	-6%	-35%	i	1.1	-34%
COCCCNC(=S)N1CCN(c2nc(-c3ccccc3)cs2)CC1	2.2%	5%	-42%[20 µM]	0.6%	0.2%	-14%	-16%	i	0.4	28%
COc1ccc(NCc2nnc(-c3ccccc3)o2)cc1	-3.9%	-9%	-10%	-2.2%	-0.2%	15%	-5%	i	2.3	-11%
Cc1ccc(Nc2nc(N)nc(-c3oc4ccccc4c3C)n2)cc1	0.8%	-4%	-246%[20 µM]	2.2%	0.3%	-14%	-49%	?	.	-197%
Nc1nc(NCc2ccco2)nc(N2CCOCC2)c1[N+](=O)[O-]	16%	-6%	-24%	-0.6%	-0.1%	-9%	-4%	i	0.5	13%
O=C(O)c1ccc(C2Nc3ccccc3C(=O)N2Cc2ccccc2)cc1 (centres undefined)	1.7%	-21%	-38%	0.2%	0.2%	-26%	4%	i	3.0	-7%
Fc1ccc2[nH]c3c(c2c1)CN(C(=S)NCc1ccccc1)CC3	3.2%	-3%	-10%	0.4%	-0.2%	-11%	9%	i	0.1	-12%
CCOc1cc(S(=O)(=O)Nc2ccncc2)ccc1F	-2.7%	-12%	-4%	-0.7%	0.2%	-6%	-36%	i	0.8	-2%
CN1CCN(C(=O)c2cnn3c2NC(c2ccccc2)CC3C(F)(F)F)CC1 (centres undefined)	3.3%	4%	-28%[20 µM]	-0.8%	-0.1%	2%	-7%	i	1.1	3%
